Source: PubChem BioAssay
D1 agonist: Allosteric Agonists of the Human D1 Dopamine Receptor: qHTS; D(1A) dopamine receptor (Homo sapiens), P21728; HEK293 T-REx D1 cells, calcium flux, agonist mode; activation, % at 2 µM; 360,000 tested, 1% active; AID 504660, 2011; in the data active = activation above about 30%; note: 0% is about no effect
Target sequence (P21728 whole entry, looked up): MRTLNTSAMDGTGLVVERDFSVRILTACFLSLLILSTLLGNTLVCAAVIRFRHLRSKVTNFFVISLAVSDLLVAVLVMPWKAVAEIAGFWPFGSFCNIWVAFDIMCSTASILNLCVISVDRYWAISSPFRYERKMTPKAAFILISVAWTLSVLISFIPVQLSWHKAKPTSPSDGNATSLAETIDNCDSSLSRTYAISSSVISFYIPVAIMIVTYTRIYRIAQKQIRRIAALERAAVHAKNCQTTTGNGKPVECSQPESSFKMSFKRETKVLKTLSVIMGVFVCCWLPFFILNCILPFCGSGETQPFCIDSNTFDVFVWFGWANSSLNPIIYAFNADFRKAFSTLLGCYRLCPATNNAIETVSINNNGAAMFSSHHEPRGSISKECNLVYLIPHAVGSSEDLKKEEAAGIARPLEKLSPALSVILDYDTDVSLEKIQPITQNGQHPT
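Inducible HEK293 T-REx D1 cells, force-coupled to calcium signalling, were plated at 4000 cells/well with tetracycline and held overnight at 30 C. After no-wash calcium dye loading, compound-evoked calcium rise over 180 s flagged agonists.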
Vif-A3F inh: qHTS for Inhibitors of Vif-A3F Interactions: qHTS | HeLa A3F-eYFP + Vif (tagged APOBEC3F with the HIV-1 protein that degrades it), YFP fluorescence increase | 390,000 tested, 0.2% active | Potency, µM (highest dose often 46.1 µM), without a hit: at the top dose activity, negative = active; note: potency is the fitted concentration of half-maximal effect; % of control where 0% means no effect; nearly all actives have a fitted effect of over 65% in size
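Fluorescence increase (Ex 488/Em 500-530) after overnight compound treatment at 37 deg C flags inhibition of Vif-driven A3F-eYFP loss in stable HeLa A3F-eYFP/Vif cells seeded overnight beforehand.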
D1 PAM: Potentiators of Human D1 Dopamine Receptor: qHTS. AID 504651, 2011. HEK293 TREx D1 cells, calcium flux, dopamine EC20 potentiation. D(1A) dopamine receptor (Homo sapiens), P21728. potentiation, % at 10 µM. 360,000 tested, 0.036% active; in the data active = potentiation above about 30%; note: 0% is about no effect
RXFP1 agonist: qHTS Assay for Agonists of the Relaxin Receptor RXFP1; Potency, µM (series often up to 57.5 µM), for the others: top-dose activation, actives largely listed as activators; AID 2676, 2010; Relaxin receptor 1 (Homo sapiens), Q9HBX9; 370,000 tested, 0.3% active; HEK293T-RXFP1 cAMP TR-FRET, 30 min; response scale: percent of porcine relaxin response, buffer zero; note: potency is the fitted concentration of half-maximal effect; % is set by controls: 0 for no effect and ±100 for the full control effect; nearly all actives have a fitted effect of over 60% in size; many of its hits are not listed in these tables
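Agonist response is measured as cAMP accumulation in an RXFP1-transfected HEK293T line under PDE4 inhibition. Values are scaled between buffer-only and 29 nM porcine relaxin, and EC50s come from standard Hill equation fits.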
D2 PAM: HTS Assay for Positive Allosteric Modulators of the Human D2 Dopamine Receptor: Primary Screen for Potentiators | D(2) dopamine receptor (Homo sapiens), P14416 | potentiation, % at 10 µM | 340,000 tested, 0.34% active | HEK293 T-REx D2, calcium flux, EC20 dopamine potentiation;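 active = potentiation over 3 SD above the plate norm, cut at about 30% in these data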; note: 0% is about no effect
Target sequence (P14416 whole entry, looked up): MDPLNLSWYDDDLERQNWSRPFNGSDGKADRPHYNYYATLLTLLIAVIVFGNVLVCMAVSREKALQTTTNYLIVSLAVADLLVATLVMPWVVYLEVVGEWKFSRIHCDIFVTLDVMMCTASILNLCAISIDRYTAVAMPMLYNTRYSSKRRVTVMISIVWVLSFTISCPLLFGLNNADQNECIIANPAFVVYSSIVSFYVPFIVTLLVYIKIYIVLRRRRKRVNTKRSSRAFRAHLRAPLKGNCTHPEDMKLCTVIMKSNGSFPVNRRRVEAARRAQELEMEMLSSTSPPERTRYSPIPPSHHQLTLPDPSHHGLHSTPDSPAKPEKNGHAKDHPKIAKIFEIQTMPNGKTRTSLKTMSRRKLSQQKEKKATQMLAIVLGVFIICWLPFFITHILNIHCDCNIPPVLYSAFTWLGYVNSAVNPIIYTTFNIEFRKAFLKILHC
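Using a no-wash calcium dye in inducible, force-coupled HEK293 Trex cells expressing D2, we tracked fluorescence each second for 180 s after compound, then for 180 s after EC20 dopamine to detect augmented signalling.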
Vif-APOBEC3G blk: qHTS for Inhibitors of Vif-A3G Interactions: qHTS | DNA dC->dU-editing enzyme APOBEC-3G (Homo sapiens), Q9HC16 | HeLa A3G-eYFP + Vif (tagged APOBEC3G with the HIV-1 protein that degrades it), YFP fluorescence, overnight | Potency, µM (top dose mostly 46.1 µM), for the others: at the top dose activity, negative = active, actives largely listed as inhibitors | 410,000 tested, 0.076% active;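 note: potency is the fitted concentration of half-maximal effect; % is set by controls: 0 for no effect and ±100 for the full control effect; nearly all actives have a fitted effect of over 60% in size; hits raise eYFP signal because A3G escapes Vif-driven loss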
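Read-out is eYFP fluorescence (Ex 488/Em 500-530) from Vif-expressing HeLa A3G-eYFP cells; more signal means A3G escaped Vif-mediated degradation. Cells plated overnight, compound pinned in, incubated overnight at 37 deg C.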
LDHA inh: qHTS assay for inhibitors of human lactate dehydrogenase; activity change, % (values are at about 110 or 230 µM); purified LDHA, NADH/diaphorase-resazurin fluorescence; active compounds read low; 480,000 tested, 0.15% active; AID 1347041, 2019; in the data active = activity change below about -30%; inconclusive = mostly about -25% to -30%;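 note: plate controls were DMSO wells for no effect and wells without enzyme for full effect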
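LDH5 2 nM; NADH 0.06 mM, pyruvate 0.2 mM; 200 mM Tris pH 7.4, EDTA, Tween-20; 5 min RT. Detection: diaphorase 0.133 mg/mL + resazurin 37 µM, fluorescence ex540/em590 at 0 and 20 min; normalized to enzyme-free and DMSO wells.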
D1 antag: Antagonist of Human D 1 Dopamine Receptor: qHTS. HEK293 TREx D1 cells, calcium flux, dopamine EC80; active compounds read low. D(1A) dopamine receptor (Homo sapiens), P21728. activity change, negative = inhibition, % at 10 µM. 360,000 tested, 3.2% active; in the data active = activity change below about -30%; note: % is set by controls: 0 for no effect and ±100 for the full control effect
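Kinetic fluorescence of a calcium dye serves as the read-out. D1-expressing Hek293 Trex cells, induced overnight at 30 C, are exposed to compound for 180 s before an EC80 dopamine addition, then read 180 s further.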
Glioma ERSR ind: qHTS for Inducers of the Endoplasmic Reticulum Stress Response (ERSR) in Human Glioma: qHTS; 420,000 tested, 0.02% active; Potency, µM, without a hit: at the highest dose activation, actives largely listed as activators; U87-MG GRP78 promoter luciferase reporter, 16 h; AID 602332, 2012; note: potency is the fitted concentration of half-maximal effect; series mostly up to about 76 µM; % of control where 0% means no effect; nearly all actives have a fitted effect of over 35% in size
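Stably transfected U87-MG glioma cells carrying a GRP78-based luciferase sensor; 16 h compound incubation. Luminescence end-point read 10 min after Bright-Glo addition at room temperature.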
* = called active by the depositor; & = joins results of further samples. Unless noted, calls come from the whole dose curve; as a rule, active = well fitted curve in the direction sought with a large enough effect; inconclusive = small, poorly fitted or top-dose-only effect, or another doubt; inactive = no such curve, though single readings can be large; an effect the other way counts as inactive or inconclusive. The list is partial; rates above refer to the full screens.

For O=C(N/N=C/c1c[nH]c2ccc(Br)cc12)c1ccc2c(c1)OCO2 the results were D1 agonist -1, Vif-A3F inh -5%, D1 PAM -4, RXFP1 agonist 0.3%, D2 PAM 0, Vif-APOBEC3G blk inconclusive, LDHA inh -7, D1 antag -5 and Glioma ERSR ind -1%.
O=C(NC1CCN(Cc2ccc(F)cc2)CC1)c1ccccc1 was read as D1 agonist 1, Vif-A3F inh inconclusive, D1 PAM -5, RXFP1 agonist -1.1%, D2 PAM -20, Vif-APOBEC3G blk 1%, LDHA inh -5 and D1 antag -3.
Screening CCN(C(=O)C(NS(=O)(=O)c1ccc(Br)s1)c1ccccc1)c1ccc(C)c(C)c1 (stereo not given) returned D1 agonist 5, Vif-A3F inh 6%, D1 PAM 0, RXFP1 agonist 2.8%, D2 PAM -7, Vif-APOBEC3G blk -1%, LDHA inh 10, D1 antag 21 and Glioma ERSR ind -3%.
Screening CCC(C)c1ccc(NC(=O)COC(=O)C2=COCCO2)cc1 (stereo not given) returned D1 agonist 0, Vif-A3F inh -16%, D1 PAM -5, RXFP1 agonist 0.8%, D2 PAM 11, Vif-APOBEC3G blk -1%, LDHA inh -2, D1 antag -27 and Glioma ERSR ind -1%.
C=CCn1c(C)cc(C(=O)COC(=O)C2CC(=O)N(Cc3ccccc3)C2)c1C (stereo not given) was read as D1 agonist 0, Vif-A3F inh 1%, D1 PAM -7, RXFP1 agonist -0.3%, D2 PAM 8, Vif-APOBEC3G blk -4%, LDHA inh -8, D1 antag 0 and Glioma ERSR ind -1%.
CCOC(=O)CNC(=O)CNC(=O)c1ccc(OC(C)C)cc1 was read as D1 agonist 2, Vif-A3F inh 1%, D1 PAM -1, RXFP1 agonist -6.6%, D2 PAM 9, Vif-APOBEC3G blk -1%, LDHA inh -8, D1 antag 5 and Glioma ERSR ind 4%.
`O=C(Nc1ccc2nc3n(c(=O)c2c1)CCCCC3)C(=O)N1CCN(c2ccccc2)CC1` gave D1 agonist -1, Vif-A3F inh 4%, D1 PAM 1, RXFP1 agonist 6.1%, D2 PAM 5, Vif-APOBEC3G blk 2%, LDHA inh -3&5, D1 antag 48 and Glioma ERSR ind -2%.
Screening CCOC(=O)[C@H]1[C@H]2COc3ccc(OC)cc3[C@H]2N2C(=O)CN(Cc3ccccc3)C(=O)[C@@]12C returned Vif-A3F inh 7%, Vif-APOBEC3G blk 0%, LDHA inh -3 and Glioma ERSR ind -2%.
`CN(C)C(=O)CSc1nnc(-c2cnccn2)n1C` gave D1 agonist 6, Vif-A3F inh 1%, D1 PAM -4, RXFP1 agonist 3.5%, D2 PAM -3, Vif-APOBEC3G blk -1%, LDHA inh -1, D1 antag 10 and Glioma ERSR ind -5%.
For COc1ccc(CCN2CN(S(=O)(=O)c3ccccc3)c3nc4ccccc4nc32)cc1OC the results were D1 agonist 4, Vif-A3F inh -26%, D1 PAM 2, RXFP1 agonist 1.0%, D2 PAM -6, Vif-APOBEC3G blk -1%, LDHA inh -4, D1 antag -3 and Glioma ERSR ind -3%.
Screening CC(=O)c1cccc(NC(=S)N2CCN(S(=O)(=O)c3ccccc3)CC2)c1 returned D1 agonist 3, Vif-A3F inh -31%, D1 PAM -3, RXFP1 agonist 2.1%, D2 PAM -23, Vif-APOBEC3G blk -3%, LDHA inh 1, D1 antag -24 and Glioma ERSR ind -3%.
Cc1nc2ncnn2c(C)c1CCC(=O)NCc1ccco1 was read as D1 agonist 1, Vif-A3F inh 3%, D1 PAM -4, RXFP1 agonist -1.0%, D2 PAM 7, Vif-APOBEC3G blk 5%, LDHA inh -5, D1 antag -10 and Glioma ERSR ind -3%.
Screening CCOC(=O)C1=C(C)N=C2SC(C)C(=O)N2C1c1ccc(OCC)c(OCC)c1 (stereo not given) returned D1 agonist 6, Vif-A3F inh 1%, D1 PAM -9, RXFP1 agonist 1.0%, D2 PAM 5, Vif-APOBEC3G blk 0%, LDHA inh 0, D1 antag -13 and Glioma ERSR ind -2%.
For S=C(Nc1ccccc1Cl)N(Cc1cccnc1)Cc1ccco1 the results were D1 agonist 4, Vif-A3F inh 6%, D1 PAM 0, RXFP1 agonist 3.0%, D2 PAM 11, Vif-APOBEC3G blk 2%, LDHA inh -3, D1 antag -7 and Glioma ERSR ind -5%.
`CC1=C(C(=O)Nc2ccccc2)C(c2ccccc2Cl)n2ncc(C(=O)Nc3cccc(C)c3)c2N1` (stereo not given) gave D1 agonist 0, Vif-A3F inh 4%, D1 PAM -2, RXFP1 agonist -1.9%, D2 PAM 2, Vif-APOBEC3G blk 4%, LDHA inh -19, D1 antag 3 and Glioma ERSR ind -4%.
`O=C(c1ccc(Cl)c(S(=O)(=O)N2CCCCC2)c1)N1CCN(c2ccccc2)CC1` gave D1 agonist 7, Vif-A3F inh -3%, D1 PAM -1, RXFP1 agonist -0.7%, D2 PAM 7, Vif-APOBEC3G blk -1%, LDHA inh -8, D1 antag -30 and Glioma ERSR ind -2%.
`c1ccc2cc3[nH]c(CN4CCOCC4)nc3cc2c1` gave D1 agonist -3, Vif-A3F inh 0%, D1 PAM -3, RXFP1 agonist -2.9%, D2 PAM -14, Vif-APOBEC3G blk -3%, LDHA inh 4, D1 antag 11 and Glioma ERSR ind 5%.
`CCOc1ccc(C(=O)NC(C(=O)NCc2ccccc2OC)C(C)C)cc1` (stereo not given) gave D1 agonist 0, Vif-A3F inh 0%, D1 PAM 18, RXFP1 agonist -2.1%, D2 PAM -3, Vif-APOBEC3G blk -8%, LDHA inh -1, D1 antag 10 and Glioma ERSR ind -3%.
Cn1c(C(=O)N2CCc3ccccc3C2)cc2oc3ccccc3c21 was read as D1 agonist -1, Vif-A3F inh 1%, D1 PAM -10, RXFP1 agonist 4.1%, D2 PAM 2, Vif-APOBEC3G blk -7%, LDHA inh 0, D1 antag -10 and Glioma ERSR ind 1%.
Screening O=C(CSc1nnc(Cc2ccccc2)o1)c1cc(F)ccc1F returned D1 agonist 4, Vif-A3F inh 2%, D1 PAM -3, RXFP1 agonist 3.2%, D2 PAM -19, Vif-APOBEC3G blk -2%, LDHA inh 1, D1 antag -6 and Glioma ERSR ind 6%.

Next section (2 carried over from the part before).
Cn1c(C(=O)N2CCc3ccccc3C2)cc2oc3ccccc3c21 was read as D1 agonist -1, Vif-A3F inh 1%, D1 PAM -10, RXFP1 agonist 4.1%, D2 PAM 2, Vif-APOBEC3G blk -7%, LDHA inh 0, D1 antag -10 and Glioma ERSR ind 1%.
Screening O=C(CSc1nnc(Cc2ccccc2)o1)c1cc(F)ccc1F returned D1 agonist 4, Vif-A3F inh 2%, D1 PAM -3, RXFP1 agonist 3.2%, D2 PAM -19, Vif-APOBEC3G blk -2%, LDHA inh 1, D1 antag -6 and Glioma ERSR ind 6%.
O=C(Nc1cccc(F)c1)NC1CCCCC1 was read as D1 agonist 20, Vif-A3F inh -1%, D1 PAM -3, RXFP1 agonist 0.1%, D2 PAM 12, Vif-APOBEC3G blk 2%, LDHA inh -6, D1 antag -5 and Glioma ERSR ind 5%.
CCOC(=O)c1sc(Nc2nc(OC)cc(OC)n2)nc1C was read as D1 agonist 1, Vif-A3F inh -11%, D1 PAM -1, RXFP1 agonist 0.0%, D2 PAM -6, Vif-APOBEC3G blk 0%, LDHA inh -11, D1 antag 2 and Glioma ERSR ind -2%.
Screening CC(CCc1ccccc1)NC(=O)c1ccc(Br)cc1 (stereo not given) returned D1 agonist 6, Vif-A3F inh 5%, D1 PAM -7, RXFP1 agonist 1.5%, D2 PAM -5, Vif-APOBEC3G blk -1%, LDHA inh -4, D1 antag -28 and Glioma ERSR ind 0%.
`COc1ccc(OC(C)C(=O)NCC2CCCO2)cc1` (stereo not given) gave Vif-A3F inh 10%, Vif-APOBEC3G blk -7%, LDHA inh -3 and Glioma ERSR ind -3%.
For CCOc1ccc(-c2nonc2NC(=O)c2oc3cc(C)c(C)cc3c2C)cc1OCC the results were D1 agonist -1, Vif-A3F inh 2%, D1 PAM -3, RXFP1 agonist 8.9%, D2 PAM -21, Vif-APOBEC3G blk 1%, LDHA inh -6, D1 antag -23 and Glioma ERSR ind -4%.
CCOc1cc2nc(-c3ccc(OC)c(OC)c3)nc(N3CCOCC3)c2cc1OC was read as D1 agonist 0, Vif-A3F inh 1%, D1 PAM -5, RXFP1 agonist 10.0%, D2 PAM -3, Vif-APOBEC3G blk 1%, LDHA inh 3, D1 antag -6 and Glioma ERSR ind -13%.
Screening COC(=O)C(NC(=O)CN1C(=O)c2ccccc2C1=O)c1ccc(O)c(OC)c1 (stereo not given) returned D1 agonist 7, Vif-A3F inh 2%, D1 PAM -4, RXFP1 agonist 1.3%, D2 PAM 2, Vif-APOBEC3G blk 1%, LDHA inh -5, D1 antag 8 and Glioma ERSR ind -4%.
COC(=O)c1c(NC(=O)c2ccc(S(=O)(=O)N3CCOCC3)cc2)sc2c1CCN(C)C2 was read as D1 agonist 1, Vif-A3F inh 6%, D1 PAM -3, RXFP1 agonist 0.8%, D2 PAM 4, Vif-APOBEC3G blk -1%, LDHA inh -5, D1 antag 1 and Glioma ERSR ind -10%.
`C[C@H](O)[C@@H]1CN2CCc3c([nH]c4ccc(-c5ccc6c(c5)OCO6)cc34)[C@@H]2C[C@@H]1N(C)C(=O)Nc1ccc(F)cc1` gave Vif-A3F inh -7%, Vif-APOBEC3G blk inconclusive, LDHA inh 4 and Glioma ERSR ind -9%.
COc1cccc(-c2nc(CS(=O)CC(=O)NCCCOC(C)C)c(C)o2)c1 (stereo not given) was read as D1 agonist 1, Vif-A3F inh -1%, D1 PAM -3, RXFP1 agonist 0.5%, D2 PAM 1, Vif-APOBEC3G blk 0%, LDHA inh -1, D1 antag -5 and Glioma ERSR ind 1%.
